KDM5B inhibitor: inhibitors of human KDM5B histone demethylase. AID 1347165. KDM5B demethylase, FDH-coupled NADH fluorescence (FDH is formaldehyde dehydrogenase). Q9UGL1. hit rate 2.6% among 220,000. Potency, µM (titrated, usually from 57.7 µM), without a hit: at the highest dose activity change, negative = inhibition, actives largely listed as inhibitors; active means well fitted inhibition curve with a large enough effect; inconclusive means small, poorly fitted or top-dose-only effect; inactive means no such curve, though single readings can be large or run the other way; further: 0% is about no effect; nearly all actives have a fitted effect of over 70% in size
Target sequence (Q9UGL1 whole entry, looked up): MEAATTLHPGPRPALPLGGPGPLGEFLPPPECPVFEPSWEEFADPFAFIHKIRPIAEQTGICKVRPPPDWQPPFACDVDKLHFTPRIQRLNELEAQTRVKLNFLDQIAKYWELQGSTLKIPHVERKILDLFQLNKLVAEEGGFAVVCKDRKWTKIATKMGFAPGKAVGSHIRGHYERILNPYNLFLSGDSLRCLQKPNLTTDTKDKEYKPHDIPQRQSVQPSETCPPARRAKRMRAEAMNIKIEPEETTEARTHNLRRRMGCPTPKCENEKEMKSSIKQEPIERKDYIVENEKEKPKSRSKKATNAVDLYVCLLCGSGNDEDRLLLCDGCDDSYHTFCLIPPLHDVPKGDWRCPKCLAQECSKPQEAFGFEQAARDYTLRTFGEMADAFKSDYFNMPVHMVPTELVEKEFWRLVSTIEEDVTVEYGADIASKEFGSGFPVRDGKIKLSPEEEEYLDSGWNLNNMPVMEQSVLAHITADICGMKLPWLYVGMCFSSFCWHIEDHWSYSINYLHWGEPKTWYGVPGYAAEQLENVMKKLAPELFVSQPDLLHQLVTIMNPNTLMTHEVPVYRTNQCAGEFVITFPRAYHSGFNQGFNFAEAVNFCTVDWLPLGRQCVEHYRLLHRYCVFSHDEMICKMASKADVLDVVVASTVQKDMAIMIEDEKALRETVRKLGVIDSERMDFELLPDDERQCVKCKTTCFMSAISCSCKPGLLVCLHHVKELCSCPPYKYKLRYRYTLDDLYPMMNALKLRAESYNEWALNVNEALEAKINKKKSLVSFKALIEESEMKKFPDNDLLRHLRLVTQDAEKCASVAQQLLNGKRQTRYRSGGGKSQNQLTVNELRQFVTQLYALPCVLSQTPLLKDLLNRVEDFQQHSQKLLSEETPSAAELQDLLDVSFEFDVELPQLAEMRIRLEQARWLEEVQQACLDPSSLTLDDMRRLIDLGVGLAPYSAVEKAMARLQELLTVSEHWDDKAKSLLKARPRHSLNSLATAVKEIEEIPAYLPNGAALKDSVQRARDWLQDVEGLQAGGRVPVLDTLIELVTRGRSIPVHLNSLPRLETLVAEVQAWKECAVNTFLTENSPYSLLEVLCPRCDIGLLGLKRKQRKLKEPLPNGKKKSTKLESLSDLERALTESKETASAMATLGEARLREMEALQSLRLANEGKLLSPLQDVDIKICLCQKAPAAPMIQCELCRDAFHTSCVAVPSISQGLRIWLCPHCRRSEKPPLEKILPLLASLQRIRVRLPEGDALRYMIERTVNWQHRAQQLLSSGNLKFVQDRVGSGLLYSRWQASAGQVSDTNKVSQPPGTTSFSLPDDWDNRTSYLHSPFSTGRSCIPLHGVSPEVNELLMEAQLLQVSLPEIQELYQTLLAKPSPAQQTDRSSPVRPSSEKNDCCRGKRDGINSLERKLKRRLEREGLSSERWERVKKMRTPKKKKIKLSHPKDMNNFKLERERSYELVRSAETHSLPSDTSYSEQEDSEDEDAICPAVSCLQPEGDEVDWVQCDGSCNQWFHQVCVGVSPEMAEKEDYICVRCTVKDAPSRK
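Coupled FDH/NAD⁺ fluorescence readout. KDM5BΔAP 200 nM final; compound titration, 10 min RT preincubation; substrate mix 12.5 µM H3K4me3, 25 µM 2-OG, 50 µM Fe(II), 100 µM ascorbate, 0.25 mM NAD⁺, 0.25 U/mL FDH; ΔRFU over 30 min.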
Starred values were filed as active, the others as inactive; ? = inconclusive; [ ] = remark or other dose. Potency means the concentration at half of the fitted maximal effect.

SMILES	KDM5B inhibitor
COc1ccccc1-c1cc(C(=O)NCCc2ccc(Cl)cc2)c2cnn(C)c2n1	79µM*
CCOc1ccc(OCC)c(NC(=O)C2CCN(c3nnc(-n4cccc4)s3)CC2)c1	-2%
CNCCN1C(=O)CC[C@H]2CN(C(=O)c3cnc4c(c3)CCCC4)CC[C@H]21	?
CCOc1ccc(NC(=O)c2c(C)nn(-c3ccc(F)cc3)c2-n2cccc2)cc1	-6%
Clc1ccccc1N1CCN(c2ncnc3nc[nH]c23)CC1	-7%
CCCCNC(=O)[C@@H]1CCCC[C@@H]1C(=O)N1CC(n2nc(C)cc2C)C1	-12%
COc1ccc2c(c1)c1c(c(=O)n(-c3ccc(OC)c(OC)c3)c(=O)n1Cc1ccccc1F)n2C	?
Cc1cc2oc(=O)cc(COC(=O)c3cccs3)c2cc1C(C)C	3%
CC1(c2ccccc2)N(Cc2ccccc2F)C(=O)OC12CCN(C(=O)c1cccc(C#N)c1)CC2 (stereo unspecified)	7%
NC(=O)c1cccc(-c2cc(-c3ccncc3)c3cncn3c2)c1	-5%[86.2 µM]
CCC(CC)C(=O)NCCc1c[nH]c2ccc(C)cc12	8%
Nc1ccccc1OCC(F)(F)F	19%

Quoted from the listing.
Reading of `NC(=O)c1cccc(-c2cc(-c3ccncc3)c3cncn3c2)c1` under KDM5B inhibitor: -5%[86.2 µM]
Reading of `Cc1cc2oc(=O)cc(COC(=O)c3cccs3)c2cc1C(C)C` under KDM5B inhibitor: 3%
Reading of `Clc1ccccc1N1CCN(c2ncnc3nc[nH]c23)CC1` under KDM5B inhibitor: -7%

More records
SMILES	KDM5B inhibitor
O=C(Nc1ccccc1)N1CCN(c2ccc(Cl)nn2)C(=O)C1	29%[149 µM]
CCc1ccc(/C=C(/C#N)c2nc(-c3ccc(C)cc3)cs2)cc1	-5%
COc1ccc(C(=O)N2CCC(c3c[nH]c4ccccc34)(c3c[nH]c4ccccc34)CC2)cc1	0%
CC(Oc1ccc(Cl)cc1)C(=O)Nc1ccc(S(=O)(=O)Nc2nccs2)cc1 (stereo unspecified)	-4%
COCCn1c(-n2nc(C)c(C)c2C)nc2c1c(=O)n(Cc1ccc(F)cc1)c(=O)n2C	9%
COc1cc(OC)c(NC(=O)Cn2c(=O)cc(C)c3c(C)nn(-c4ccc(C)cc4)c32)cc1Cl	-31%
Cc1ccc2c(c1)[nH]c1c(=O)n(Cc3ccco3)cnc12	-2%
CCOc1ccccc1C(=O)N1CCC2(CC1)CC(O)CCO2 (stereo unspecified)	-8%
COc1ccc2[nH]cc(CCN3C(=O)c4ccc(C(=O)O)cc4C3=O)c2c1	-27%
COc1ccccc1CCNC(=O)C1CCN(c2nc(Cl)nc3nc[nH]c23)CC1	-12%
Cc1ncccc1OC1(C(=O)O)CCN(C(=O)C2CC=CCC2)CC1 (stereo unspecified)	12%
COc1ccc(-c2cc(C(F)(F)F)nc(SCCC(=O)Nc3ccc(OC)c(OC)c3)n2)cc1	?

2 consecutive compounds out of the list so far:
SMILES	KDM5B inhibitor
COc1ccccc1-c1cc(C(=O)NCCc2ccc(Cl)cc2)c2cnn(C)c2n1	79µM*
CCOc1ccc(OCC)c(NC(=O)C2CCN(c3nnc(-n4cccc4)s3)CC2)c1	-2%

The list goes on.
SMILES	KDM5B inhibitor
COCCCn1c(SCC(=O)c2ccc(OC)cc2)nnc1-c1ccc(Cl)cc1	13%
CCOc1c(CC2C(=O)Nc3ccc(Br)cc32)cccc1OC (stereo unspecified)	-24%
O=c1[nH]c(C2CCCN(Cc3ccccn3)C2)nn1-c1ccccc1 (stereo unspecified)	22µM*
Cc1cc(Nc2ccc(F)cc2)nc(-n2nc(C)cc2C)n1	-4%
Cc1ccc(C)c(C(=O)N2C[C@@H](CO)[C@H](N(C)C)C2)c1	-12%
COc1ccc(CCC(=O)N2CCC(c3n[nH]c(=O)n3Cc3ccc(F)cc3)CC2)cc1	-11%
COc1ccc(C(=O)/C(C#N)=C\c2cccc(Cl)c2Cl)cc1	?
Cc1oc2ccn(C)c(=O)c2c1C(=O)NCc1ccccc1F	4%
Cc1cccc(-c2nc(Cn3c(=O)cc(-c4ccccc4)c4c(C)nn(C)c43)c(C)o2)c1	2%
Cc1cccc(C(=O)N(C2CCCCC2)C2CCCCC2)c1	4%
COc1nc(C)nc(C)c1Oc1ccc(Cl)cc1Cl	19%
COc1ccc(-c2cc(N3CCN(C(=O)Cc4cccc(OC)c4)CC3)n[nH]2)cc1	-10%
COc1ccc(-n2nc(C(=O)Nc3ccc(C(C)=O)cc3)nc2-c2ccccc2)cc1	?
CN(C)c1ccc(CN2CCC3(C2)C(=O)N(c2ccccc2)c2ccccc23)cc1 (stereo unspecified)	?
O=C(Nc1ccccc1)C(=O)Nc1cccnc1	-6%
Cc1ccc(-c2nc(CS(=O)CC(=O)Nc3ccc(C)c(C)c3)cs2)cc1 (stereo unspecified)	-7%
O=[S+]1([O-])NCC2(CCN(Cc3ccc(OC(F)(F)F)cc3)C2)Nc2ccccc21 (stereo unspecified)	-10%
COc1ncc(-c2ccc3ncn(-c4ccc(F)cc4F)c(=O)c3n2)cn1	40µM*
Cc1ccccc1C(=O)N1CCC2(CC1)N=C(c1ccccc1)NO2	-21%
O=C(Cc1ccc(F)cc1)N1CCC2(CC1)NC(=O)N(Cc1ccccc1)C2=O	15%
COc1ccc(C2CCCN2Cc2cccc(C)c2)cc1 (stereo unspecified)	7%
CCc1ccc(NC(=O)c2ccc3c(c2)N(CC)C2CCCCN2C3=O)cc1 (stereo unspecified)	?
CC(=O)c1ccc(NC(=O)CSC2=Nc3ccccc3N=C(c3ccc(F)cc3)C2)cc1	-11%
COc1ccccc1N1CCN(C(=O)Cn2ccn3nc(-c4ccc(F)cc4)c(CO)c3c2=O)CC1	-10%

Shown as a hit in KDM5B inhibitor, among the entries above:
SMILES	KDM5B inhibitor
COc1ccccc1-c1cc(C(=O)NCCc2ccc(Cl)cc2)c2cnn(C)c2n1	79µM*
O=c1[nH]c(C2CCCN(Cc3ccccn3)C2)nn1-c1ccccc1 (stereo unspecified)	22µM*
COc1ncc(-c2ccc3ncn(-c4ccc(F)cc4F)c(=O)c3n2)cn1	40µM*

Next section.
SMILES	KDM5B inhibitor
CCOC(=O)CN1CCCC1c1ccc(C(=O)NCCn2ccnc2)s1 (stereo unspecified)	28µM*
COc1ccc(C2Cn3cnc(C(=O)N4CCC(C(=O)Nc5cc(F)cc(F)c5)CC4)c3CO2)cc1 (stereo unspecified)	2%
CC1=C(C(=O)N2CCOCC2)C(c2ccc(F)c(Br)c2)C2=C(CCCC2=O)N1 (stereo unspecified)	?
Cc1cccn2c(=O)c3cc(C#N)c(=NC(=O)c4cccs4)n(CCCOC(C)C)c3nc12	?
COc1cc(/C=C/C(=O)c2nc3ccccc3s2)cc(OC)c1	2%
Cc1ncoc1C(=O)NCC1Cn2cccc2C(=O)N1Cc1ccccc1 (stereo unspecified)	-6%
CCOC(=O)C1CN(S(=O)(=O)c2cccs2)c2ccc(CC(=O)OC)cc2O1 (stereo unspecified)	-11%
CC(C)N1C(=O)C(CC(=O)NCCc2c[nH]c3ccccc23)=C2CCCCC21 (stereo unspecified)	?
Cc1cccc(NC(=O)/C(C#N)=C/c2ccc(C)o2)c1	?
O=C1Nc2ccccc2CC12CN([S+](=O)([O-])c1cccc(C(F)(F)F)c1)C2	8%[115 µM]
CC(=O)c1cccc(Nc2c([N+](=O)[O-])c(=O)oc3ccccc23)c1	8%
Brc1ccccc1NC1C2CC3CC(C2)CC1C3 (stereo unspecified)	15%
CCOc1ccc(CCNC(=O)c2cc3sc(CC)cc3n2C)cc1OCC	?
O=C(Cc1ccccc1Cl)N1CCC2(CC1)NC(=O)N(c1cccc(F)c1)N2	25%
CCCCCCc1cc(C=O)c(O)cc1O	-16%
CCCNC(=O)N(C1CCOCC1)C1CCN(C(=O)c2ccoc2)CC1	-11%
COc1ccc(CCNC(=O)CN(c2ccc(Cl)c(C(F)(F)F)c2)S(C)(=O)=O)cc1OC	20%
O=C(O)c1cccc(/C=N/O)c1O	?
COc1cc(NC(=O)C(=O)NCCc2ccccc2)ccc1N1CCCCS1(=O)=O	4%
CCCN1CCC(N(C)C(=O)c2ccc(N(C)C)c(F)c2)CC1	18%
CC(C)n1c(CNC(=O)c2ccccc2F)nnc1SCC(=O)c1ccc(F)cc1	4%
N#C/C(=C/c1ccc(-c2ccccc2)cc1)C(=O)NCCc1ccccc1	24%
O=C(CC1CCCO1)NC(c1ccccc1)C1CCCCC1 (stereo unspecified)	-5%
Cc1cccc(CN2CCNc3cc(-c4ccnc(C)c4)ncc3C2)c1	?
CCC(C)(C)C1CCc2c(sc(NC(=O)/C=C/c3ccccc3)c2C#N)C1 (stereo unspecified)	-6%
Cc1ccc(C)c(C(=O)COC(=O)c2ccc3ccccc3n2)c1	-17%
CC1CC(=O)N(CC(=O)Nc2ccc(F)cc2F)c2ccccc2S1 (stereo unspecified)	2%
Cc1ccc(C2=NC3(CCN(C(=O)c4cccc(C#N)c4)CC3)ON2)cc1	-17%
C=CCNC(=O)/C=C/c1ccc(OC)cc1	10%
CCNc1cc(N2CCC(CCC(=O)N3CCc4ccccc4C3)CC2)ncn1	-5%
O=C(NCC1(N2CCOCC2)CCCCC1)c1ccc(S(=O)(=O)Nc2ccccc2F)cc1	-5%
CCOc1ccccc1CN1C[C@@H]2C(=O)N(Cc3ccc4c(c3)OCO4)C(=O)[C@@H]2C1	-19%
Cc1ccc(-c2c3c(nc4sc5c(c24)CCC5)-c2cc(F)ccc2S(=O)(=O)C3)cc1	-20%
CCN1C(=O)C2CC3(CCN(Cc4cn[nH]c4-c4ccc(F)cc4)CC3)CN2C1=O (stereo unspecified)	18%
O=C(N/N=C/c1ccsc1)c1cccs1	-6%
COCCCn1c(C)cc(C(=O)NCC(=O)N2CCCCCNC(=O)CC2c2ccccc2)c1C (stereo unspecified)	-22%
CC(=O)c1ccc(N2CCN(C(=O)c3cc4cc5cc(C)ccc5nc4s3)CC2)cc1	-3%
Cc1ccc2c(CN(C)CCOc3cccc(Cl)c3)cc(=O)oc2c1	-26%
CCNC(=O)NC(=O)C(C)OC(=O)c1cc(C)nc2ccccc12 (stereo unspecified)	40%[activator]
Cc1ccc(NC(=O)Cc2n[nH]c(=O)c3ccccc23)c(F)c1	12%
Cc1cc(C)c(C(=O)C(C)OC(=O)Cc2n[nH]c(=O)c3ccccc23)cc1C (stereo unspecified)	19%
CC1CN(C(=O)N2CCC(C(=O)NCCCc3ccccc3)CC2)c2cc(Cl)ccc2O1 (stereo unspecified)	-14%
COc1cc(NC(=O)C(CC(C)C)N2Cc3ccccc3C2=O)cc(OC)c1 (stereo unspecified)	-25%
Cc1cn(C)c(CC(=O)N2CCN(c3ccccc3F)CC2)c1C(=O)O	9%
CC(C)(C)c1ccccc1NC(=O)COC(=O)c1ccc2ccccc2n1	7%
O=C(c1ccco1)N1CCC2(CC1)CC(N(Cc1ccc(F)cc1)C1CC1)CCO2 (stereo unspecified)	-17%
COC(=O)CNC(=O)N1CCC2(CC1)CC(c1ccccc1)CN(C)C2 (stereo unspecified)	16%
Cc1ccc(NC(=O)N2CCC(CN3CCCC3)CC2)c(C)c1	-15%

An excerpt from above in order of heavy-atom count, lowest first.
SMILES	KDM5B inhibitor
CCNC(=O)NC(=O)C(C)OC(=O)c1cc(C)nc2ccccc12 (stereo unspecified)	40%[activator]
Cc1ccc2c(CN(C)CCOc3cccc(Cl)c3)cc(=O)oc2c1	-26%
O=C(c1ccco1)N1CCC2(CC1)CC(N(Cc1ccc(F)cc1)C1CC1)CCO2 (stereo unspecified)	-17%

The list goes on:
SMILES	KDM5B inhibitor
CCc1ccc(NC(=S)N(CCOC)C2CCN(C(C)=O)CC2)cc1	4%
COc1ccc(C(=O)/C(=C/c2ccc(C)o2)c2nc3ccccc3o2)cc1OC	-29%
CCOC(=O)c1ccccc1NC(=O)CSc1ccc(-c2sc(C)nc2C)nn1	?
CC(Oc1ccccc1C(C)C)C(=O)N1CCN(c2ncccn2)CC1 (stereo unspecified)	26%
O=C(CSc1nc2ccccc2nc1N1CCCCC1)Nc1cccc(Br)c1	?
N#Cc1ccc(CSCc2nc(N)nc(Nc3ccccc3)n2)cc1	8%
COc1ccc(-c2cc3c(=O)n(CCNC(=O)c4ccc(N(C)C)cc4)ccn3n2)cc1	25µM*
CCCCCCn1nc(C(=O)N(C)Cc2cccc(OC)c2)c2ccccc2c1=O	-30%
CCCn1c(C)cnc1CC1CCCN(C(=O)Cc2cccc(F)c2)C1 (stereo unspecified)	-11%
CC(C)(C)NCC(O)Cn1cc(C=O)c2ccccc21 (stereo unspecified)	-16%
CCCCc1nn2c(=O)cc(COC(=O)c3cccc(NC(=O)COc4ccccc4)c3)nc2s1	-11%
CCCN1CCS(=O)(=O)N(Cc2cn(CC(=O)OCC)nn2)C(C(=O)OC)C1 (stereo unspecified)	16%
CN1Cc2ccc(C(=O)Nc3ccccc3)cc2OCC1=O	-21%[115 µM]
O=C(NC1CC(c2cc(N3CCC(O)C3)ncn2)C1)c1ccoc1 (stereo unspecified)	-22%
COCCN(C)C[C@H]1C[C@@H](CO)CN(C(=O)Cc2ccc(C)c(C)c2)C1	2%
Cc1oc(-c2ccccc2)nc1CC(=O)N(C)CC(=O)Nc1ccc(Cl)cc1	11%
CC(C)c1ccc(S(=O)(=O)c2nnn3c2nc(NCc2ccc(F)cc2)c2ccccc23)cc1	-36%[115 µM]
Cc1nc2ccn(Cc3cccnc3)c(=O)c2cc1C(=O)N1CCN(c2ccc(F)cc2)CC1	?
COc1ccccc1CNC(=O)CSc1nnc(C)n1C1CCCCC1	-6%

Screens as filed in PubChem.

The list is partial; rates above refer to the full screens.
